# Bioassay records as filed in PubChem BioAssay.
# CHRM5 agonist = agonists of human muscarinic M5 receptor (CHRM5); P08912; hit rate 0.19% among 360,000; CHO-K1 hM5 cells, Fluo-8 calcium fluorescence; 0% DMSO wells, 100% maximal acetylcholine response; activation, % at 3 µM; AID 624037;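 active = activation above the run's mean over test compounds plus 3 SD, cut at about 23% in these data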;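 also: signal is peak over basal fluorescence ratio across the kinetic read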
# Target sequence (P08912 whole entry, looked up): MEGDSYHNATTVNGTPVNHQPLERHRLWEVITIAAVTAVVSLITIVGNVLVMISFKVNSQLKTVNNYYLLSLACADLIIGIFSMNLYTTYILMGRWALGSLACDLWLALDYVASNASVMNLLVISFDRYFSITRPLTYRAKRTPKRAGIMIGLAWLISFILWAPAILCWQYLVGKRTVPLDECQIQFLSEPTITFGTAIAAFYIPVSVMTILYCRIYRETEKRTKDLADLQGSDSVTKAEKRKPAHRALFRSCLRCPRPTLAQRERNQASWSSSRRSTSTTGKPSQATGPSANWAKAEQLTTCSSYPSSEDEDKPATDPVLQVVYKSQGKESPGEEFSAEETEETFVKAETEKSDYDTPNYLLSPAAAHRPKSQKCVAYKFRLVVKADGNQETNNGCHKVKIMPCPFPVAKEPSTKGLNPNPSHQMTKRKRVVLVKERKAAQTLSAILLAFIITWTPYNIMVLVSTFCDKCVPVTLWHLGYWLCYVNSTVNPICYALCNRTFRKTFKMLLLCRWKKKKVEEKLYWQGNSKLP
# CHRM5 antagonist = antagonists of human muscarinic M5 receptor (CHRM5); P08912; CHO-hM5 cells, Fluo-8 calcium fluorescence, ACh EC80; inhibition, % at 3 µM; hit rate 0.59% among 360,000;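 active = inhibition above a per-plate cutoff, the mean of that plate's test compounds plus 3 SD, cut at about 27% in these data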;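 also: 0% = acetylcholine EC80 with DMSO and 100% = DMSO without agonist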
# CHO-K1 Ca antag = nonselective inhibitor or artifact in parental CHO-K1 cells; ATP-induced calcium, Fluo-8 fluorescence; inhibition, % at 3 µM; hit rate 0.6% among 360,000;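 active = inhibition above a per-plate cutoff, the plate's mean sample inhibition plus 3 SD, cut at about 24% in these data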;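 also: 0% = DMSO plus EC80 ATP and 100% = DMSO alone without ATP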
# CHRM4 agonist = CHRM4 agonism in calcium assay; AID 624127; activation, % at 3 µM; hit rate 0.14% among 360,000; CHO-K1 hM4/Gqi5, Fluo-8 calcium fluorescence; vehicle 0%, full acetylcholine response 100%;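 active = activation above the run mean over all test wells plus 3 SD, cut at about 32% in these data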;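 also: peak over basal fluorescence ratio per well then scaled between controls; 0% = DMSO wells and 100% = acetylcholine at EC100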
# Target sequence (P08173 whole entry, looked up): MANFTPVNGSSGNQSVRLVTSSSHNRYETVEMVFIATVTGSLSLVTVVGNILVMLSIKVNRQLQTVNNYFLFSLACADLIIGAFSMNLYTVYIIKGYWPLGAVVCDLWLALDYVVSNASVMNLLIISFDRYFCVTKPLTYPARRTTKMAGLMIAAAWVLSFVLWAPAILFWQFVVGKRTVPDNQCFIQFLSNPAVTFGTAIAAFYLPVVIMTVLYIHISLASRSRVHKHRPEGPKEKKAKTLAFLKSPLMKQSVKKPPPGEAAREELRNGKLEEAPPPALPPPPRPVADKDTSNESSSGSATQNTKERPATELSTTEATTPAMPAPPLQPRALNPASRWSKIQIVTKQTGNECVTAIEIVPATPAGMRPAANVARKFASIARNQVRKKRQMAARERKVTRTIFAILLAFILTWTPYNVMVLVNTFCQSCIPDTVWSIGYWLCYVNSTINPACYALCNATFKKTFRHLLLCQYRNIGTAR
# M4 antag = blocks acetylcholine activation of human M4 receptor; inhibition, % at 3 µM; hit rate 0.73% among 360,000; P08173; CHO-hM4 cells, ACh EC80, Fluo-8 calcium fluorescence;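 active = inhibition above its plate's cutoff, the mean inhibition of sample wells plus 3 SD, cut at about 27% in these data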;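 also: 0% = acetylcholine EC80 with DMSO and 100% = DMSO without agonist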
# M1 PAM parental = counter-screen for M1 PAMs: effect in parental CHO-K1 cells. ATP EC20, Fluo-8 calcium fluorescence; 0% at ATP EC20, 100% at ATP max. activation, % at 3 µM. hit rate 0.02% among 360,000. AID 602247;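 active = activation above the run cutoff, the mean activation of all test compounds plus 3 SD, cut at about 40% in these data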;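 also: peak over basal fluorescence ratio in a 140 s read after ATP addition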
# CHRM5 PAM = CHRM5 positive allosteric modulation; hit rate 0.3% among 360,000; P08912; CHO-K1 hM5, Fluo-8 calcium, ACh EC20 PAM; 0% = ACh EC20, 100% = ACh EC100; activation, % at 3 µM;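 active = activation above the run cutoff, the mean activation of all test compounds plus 3 SD, cut at about 18% in these data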
#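 Assay system: CHO-K1 hM5 cells. Also added: acetylcholine at EC20 concentration, added after compound. Dosing: 3 µM, single dose. Times: compound preincubation 140 s before EC20 acetylcholine addition. Signal: Fluo-8 calcium fluorescence. Measure: % activation relative to EC20 and EC100 ACh responses. Repeats: singlicate, one well per test compound.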
# M1 ag parental = counter-screen for M1 agonists: effect in parental CHO-K1 cells; Fluo-8 calcium fluorescence; scaled to maximal ATP response, vehicle zero; activation, % at 3 µM; hit rate 0.48% among 360,000; in the data active = activation above about 15%;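 also: untransfected CHO-K1 host cells lacking M1 receptor as counterscreen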
# CHRM4 PAM = positive allosteric modulators of human muscarinic M4 receptor; AID 624126; hit rate 0.4% among 360,000; activation, % at 3 µM; CHO-K1 hM4/Gqi5, Fluo-8 calcium fluorescence, ACh EC20; 0% = ACh EC20, 100% = maximal ACh;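 active = activation above its plate's cutoff, the mean activation of sample wells plus 3 SD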; also: some results filed as inactive read as strong as hits
# Active calls of the source: *; . = not tested or not shown.
# Each structure is followed by: CHRM5 agonist	CHRM5 antagonist	CHO-K1 Ca antag	CHRM4 agonist	M4 antag	M1 PAM parental	CHRM5 PAM	M1 ag parental	CHRM4 PAM
- CC(=O)Nc1cccc(NC(=O)Nc2cccc(Cl)c2C)c1
→ 0	3	-5	4	4	-1	-3	2.3	-2
- CCCOc1ccc(N2C(=O)CC(NCC(=O)OCC)C2=O)cc1 (stereo unspecified)
→ -1	8	11	0	6	-19	-1	-0.3	-2
- Cc1ccc(OCC(=O)NNC(=O)Cn2nnc(-c3ccccc3)n2)cc1
→ 1	23	15	19	11	3	-22	4.7	-11
- Nc1cccc(S(=O)(=O)NC2=NCCC2)c1
→ 1	-3	4	0	-1	-2	0	-0.3	-3
- COc1ccccc1C(=O)NCCC(=O)NCC(c1ccco1)N1CCCC1 (stereo unspecified)
→ 1	-1	-4	1	6	3	3	0.0	3
- CCS(=O)(=O)c1ccc2oc(Nc3cc(Cl)ccc3OC)nc2c1
→ -3	4	-18	1	-17	26	0	0.6	2
- Cc1ccc(S(=O)(=O)N2CCC(=O)N([C@H](COCc3ccc(Cl)cc3Cl)Cc3ccccc3)CC2)cc1
→ 0	-4	-6	0	-8	10	4	0.8	12
- CCC1CCCCN1CCCNC(=O)c1cn(CC)c2ccc(S(=O)(=O)N3CCc4ccccc4C3)cc2c1=O (stereo unspecified)
→ -15	5	-12	-1	31*	17	0	-0.5	-23
- O=C(c1ccccc1)c1ccc(OCCCN2CCCCC2)cc1
→ -14	-2	-6	1	17	11	-16	0.3	-16
- CN1CCN(c2ccccc2NC(=O)c2ccc(OCc3ccccc3)cc2)CC1
→ -8	-3	-12	10	8	26	-9	3.7	-3
- COc1ccc(C2CC(c3ccccc3)=NN2c2ccc(/C=N/NC(=O)c3ccncc3)cc2)cc1 (stereo unspecified)
→ -5	-2	-1	-1	-4	14	-1	0.2	3
- COc1ccccc1S(=O)(=O)Nc1cc(S(=O)(=O)N2CCCCC2)ccc1N1CCOCC1
→ -4	-3	-8	3	-18	-12	6	1.7	-3
- COC(=O)c1ccc(CNC(=O)COC(=O)/C=C/c2cc(OC)c(OC)c(OC)c2)cc1
→ 0	-5	-12	7	-17	18	5	0.0	7
- O=c1ccc(-c2ccccc2)nn1Cc1ccc(F)cc1
→ -2	-2	8	10	-12	-21	-1	5.4	-11
- Cc1ccc(C(=O)Nc2nccc(C)n2)cc1
→ -1	8	-3	0	7	18	-1	0.4	-2
- C/C=C\C(=O)Nc1cccc(C2=NOC3(C2)C[C@H](C(N)=O)N(C(=O)Cc2ccc([N+](=O)[O-])cc2)C3)c1 (stereo partly specified)
→ -3	19	-11	0	2	4	-2	0.7	6
- COc1ccc(CNC(=O)c2ccc(CS(=O)(=O)c3ccc(Br)cc3)o2)cc1
→ 3	1	5	9	-6	0	-9	2.0	-7
- COc1cc(NC(=O)Cc2ccccc2)cc(OC)c1
→ -2	0	-10	1	-2	5	2	0.4	4
- Cc1ccc(O)c(NC(=S)NC(=O)/C=C/c2ccccc2)c1
→ 0	1	-8	1	-12	17	9	1.0	-1
- Cc1cccc(NC(=O)CSCC(=O)N(C)Cc2ccc(Cl)c(Cl)c2)c1
→ -7	6	-14	5	1	-1	1	1.6	0
- O=[N+]([O-])c1ccc(O)c(/C=N/Nc2ccccc2Cl)c1
→ 3	8	15	9	-10	-5	-3	1.5	3
- CCCC(=O)Nc1ccc(C(=O)COC(=O)C2CC2C)cc1 (stereo unspecified)
→ 0	0	-9	1	-10	-4	0	0.1	9
- COc1ccc(-c2ccc(-c3noc(-c4ccccc4F)n3)c(OC)n2)cc1
→ 2	5	-31	2	-5	15	-4	0.6	8
- COC(=O)Cc1c(O)ccn(CCc2ccccc2)c1=O
→ -2	8	-6	1	0	6	5	0.8	7
- C=CCn1cnc2scc(-c3ccc(OC)cc3)c2c1=O
→ 0	7	-4	1	14	-11	-3	0.0	-4
- COc1ccc(S(=O)(=O)NC(=O)C2(C)CCN2C(=O)Cc2cc(F)ccc2F)cc1 (stereo unspecified)
→ 1	7	7	1	-4	10	-2	0.2	6
- CC(C)CC(=O)NC(NC(=S)Nc1sc2c(c1C#N)CCCC2)C(Cl)(Cl)Cl (stereo unspecified)
→ 4	5	-2	3	3	8	-2	1.1	3
- O=C(O)c1ccc(CSc2ccccn2)cc1
→ 0	18	3	12	8	17	-14	4.4	-13
- CCCc1nnc(SCC(=O)N2CCCCC2C)n1CC1CCCO1 (stereo unspecified)
→ 1	5	-4	0	2	15	-3	0.4	1
- COc1cc(-n2nnnc2SCC(=O)N2CCN(c3ccc(F)cc3)CC2)c(OC)cc1Cl
→ 1	-1	-7	1	3	5	-3	0.0	0
- CC(C(=O)Nc1ccc2c(c1)OCO2)N1CCN(C)CC1 (stereo unspecified)
→ 0	2	-9	1	12	9	4	0.3	-4
- CCN(C(=O)c1cc(S(=O)(=O)N2CCc3ccccc32)cn1C)c1ccccc1
→ -1	2	4	1	-1	5	-3	2.0	0
- Cc1cc(C(=O)Nc2c(C)n(C)n(-c3ccccc3)c2=O)c(C)o1
→ -2	3	-3	1	10	0	-7	0.1	11
- CCN(CC)c1ccc(/C=N/NC(=O)c2ccc3nc[nH]c3c2)c(O)c1
→ -7	4	-1	11	-13	2	-18	3.2	-2
- C[C@H](NC(=O)N1CCn2c1nc1ccccc12)C(=O)NCc1ccco1
→ -1	-14	-26	0	-8	18	14	0.3	8
- COc1ccccc1CNCC(=O)Nc1ccc(C(F)(F)F)cc1
→ -2	12	-6	3	6	-1	-9	1.8	0
- O=C(Cc1ccccc1F)NCC(=O)Nc1ccccc1Br
→ -5	10	3	1	-8	-7	2	0.2	6
- O=C(/C=C/c1ccc(Cl)cc1)Nc1ccc(N2CCCCC2)cc1
→ -1	4	-8	5	7	2	-4	2.4	6
- CC(C)C(NC(=O)Cc1ccccc1[N+](=O)[O-])C(C)C
→ -1	5	-14	0	-10	12	-1	1.4	0
- COc1ccc(C(C(=O)NC2CCCCC2)N(C(=O)c2ccccn2)c2cccnc2)c(OC)c1 (stereo unspecified)
→ -2	9	5	0	10	-2	-2	0.2	-4
- CC(CN)(NS(=O)(=O)c1ccccc1)c1ccccc1 (stereo unspecified)
→ -3	12	-6	0	5	10	-1	0.6	-6
- Cc1cc(Br)cn2c(Cc3ccsc3)c(-c3ccccc3)nc12
→ -7	4	4	-1	4	0	7	-0.6	1
- O=C(OCCOCn1cc(Br)c(=O)[nH]c1=O)c1ccccc1
→ 1	2	-16	1	1	0	5	0.6	3
- COc1ccccc1/C=C/C=C1\Oc2c(ccc(O)c2CN(C)C)C1=O
→ -2	4	-24	3	-7	22	-5	1.8	-7
- CC(C)C[C@H](NC(=O)c1nc[nH]c1C(=O)N1CCC(C)CC1)C(=O)OC(C)(C)C
→ 0	7	-12	1	11	8	-3	0.1	3

# Structural class: the entries above containing two or more sulfur atoms (2)
# Each structure is followed by: CHRM5 agonist	CHRM5 antagonist	CHO-K1 Ca antag	CHRM4 agonist	M4 antag	M1 PAM parental	CHRM5 PAM	M1 ag parental	CHRM4 PAM
- COc1ccccc1S(=O)(=O)Nc1cc(S(=O)(=O)N2CCCCC2)ccc1N1CCOCC1
→ -4	-3	-8	3	-18	-12	6	1.7	-3
- CC(C)CC(=O)NC(NC(=S)Nc1sc2c(c1C#N)CCCC2)C(Cl)(Cl)Cl (stereo unspecified)
→ 4	5	-2	3	3	8	-2	1.1	3

# Further results follow:
# Each structure is followed by: CHRM5 agonist	CHRM5 antagonist	CHO-K1 Ca antag	CHRM4 agonist	M4 antag	M1 PAM parental	CHRM5 PAM	M1 ag parental	CHRM4 PAM
- CCN(c1ccccc1)S(=O)(=O)c1ccc(C(C(=O)OC)C(=O)OC)c([N+](=O)[O-])c1
→ -4	6	4	2	7	4	0	0.8	-10
- CCN(CC)S(=O)(=O)c1cccc(NC(=O)COc2ncnc3sccc23)c1
→ 8	1	-19	3	-7	20	-2	0.2	1
- CCc1cccc(C)c1NC(=O)COC(=O)CNC(=O)c1cccs1
→ 2	1	1	1	-5	-12	-6	0.6	-2
- COc1cc2c(cc1OC)CN(C(=O)C1CCCN1S(=O)(=O)c1ccc(C)cc1)CC2 (stereo unspecified)
→ 0	0	-7	1	-5	13	2	0.2	1
- CN(Cc1ccccc1)C(=O)C(=O)c1ccccc1
→ -4	11	.	2	2	.	-2	.	-4
- COc1ccc([C@H]2C[C@@H](n3cc(C4CC4)nn3)[C@H](O)CN2C(=O)c2cccs2)cc1
→ 0	-3	-1	2	-2	9	2	1.9	-2
- COc1ccccc1N1CCN(C(=O)C(C)NC(=O)c2cccc([N+](=O)[O-])c2)CC1 (stereo unspecified)
→ 0	6	-12	0	8	18	1	1.9	-2
- Cc1cc(C(F)F)n2ncc(C(=O)NCc3ccccc3F)c2n1
→ -4	-5	-2	1	-24	3	-3	0.0	8
- COc1ccc(C(=O)N2CCN(Cc3ccc(OC)c(OC)c3)CC2)cc1
→ -3	3	-3	0	5	5	0	0.9	-5
- O=C1NC(c2ccccc2)=NC1(NS(=O)(=O)c1ccc(Cl)cc1)C(F)(F)F (stereo unspecified)
→ -2	7	4	1	0	-1	-6	0.0	-6
- O=C(CCC1CCCC1)NNC(=O)c1ccc(F)cc1
→ 0	11	-13	2	-2	0	-3	0.7	3
- O=C(CNCc1ccccn1)Nc1ccc([N+](=O)[O-])cc1C(=O)Nc1ccccc1F
→ 1	19	-9	8	4	-15	-6	7.5	-8
- NN=C1C(=O)c2cccc3cccc1c23
→ -1	4	-3	1	6	0	4	0.8	0
- COc1cc(C)c(CNc2cccc(C)c2)cc1C
→ -1	-1	-9	-2	1	16	-1	-0.2	2
- CSc1cccc(CN2CCN(Cc3ccccc3)C(CCO)C2)c1 (stereo unspecified)
→ 0	-9	-9	1	-8	16	5	1.5	3
- COc1cc(/C=C2\SC(=Nc3c(C)n(C)n(-c4ccccc4)c3=O)NC2=O)ccc1O
→ 0	6	-3	10	23	1	-2	3.0	9
- CCCCC[C@H](C)N1C[C@@H](COCc2ccccc2)Oc2cc(N3CC[C@H](N(C)C)C3)ccc2S1(=O)=O
→ 3	-6	-19	2	-8	11	8	0.7	10
- C=CCNC(=O)c1c(Cl)cccc1Cl
→ -1	-4	-10	0	6	18	-1	0.5	-3
- CC(C(=O)NCC1CCCO1)n1cccc1C(=O)c1ccccc1 (stereo unspecified)
→ -1	1	-7	0	0	13	0	0.3	0
- COc1ccc(-n2nc(C(=O)N3CCCCC3)c(C)c(C#N)c2=O)cc1
→ 1	11	-10	-1	0	12	4	0.3	6
- COCc1ccc(C(=O)N2CCCC(C(=O)c3ccc(Cl)cc3C)C2)o1 (stereo unspecified)
→ -3	5	-15	4	-21	13	-6	1.9	-4
- COc1ccc2c(c1)OC[C@H]1[C@H]2N2C(=O)CN(Cc3ccc(C)cc3)C(=O)[C@@]2(C)[C@H]1c1ccccc1
→ 5	-3	-9	3	-13	2	-4	1.0	-1
- COc1ccccc1NC(=O)N1CCN(c2ccccc2F)CC1
→ -8	-3	-14	1	-15	-2	12	0.3	8
- CCN(CC(=O)NCc1ccc(Cl)cc1)CC(=O)NC1(C#N)CCCC1
→ -1	10	-9	0	4	14	0	-0.4	-2
- O=C(NCCc1ccccc1)c1ccc(CS(=O)(=O)Cc2ccc(F)cc2)o1
→ 1	-12	-3	6	-6	-19	4	1.7	-3
- CN(C)S(=O)(=O)N1CCC(Oc2cccc(C(=O)NC3CCCCCC3)c2)CC1
→ 5	15	17	18	4	-6	-16	15*	-9
- O=C(CCCN1C(=O)/C(=C/c2cccs2)SC1=S)NNC(=O)c1cccnc1
→ -1	14	14	4	-8	-22	-11	1.2	-8

# An unsorted share of the library. Share with any hit: about 2.7%.
